# OXTR potentiate: potentiators of human oxytocin receptor; P30559; CHO-OTR cells, Fluo-8 calcium fluorescence, potentiator mode; 0% = oxytocin EC15, 100% = EC100; activation, % at 3 µM; 0.061% of 320,000 active; AID 2445;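 active = activation above that plate's cutoff, the mean activation of tested compounds plus 3 SD, cut at about 6.6% in these data, passing the limit was not always enough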;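 note: 100% uses oxytocin at 75 nM as the full agonist control; some results filed as inactive read as strong as hits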
#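 Dosing: Single dose, 3.0 µM nominal final compound concentration | Material: Human OTR in CHO cells | Technique: Kinetic Fluo-8 calcium fluorescence | Benchmarks: EC15 oxytocin alone as 0%, 75 nM oxytocin as 100% | Probe or stimulus: Oxytocin at about EC15, sub-maximal agonist stimulus | Incubation: Compound 6 min at room temperature before oxytocin, 100 s read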
# CHO-K1 Ca antag: nonselective inhibitor or artifact in parental CHO-K1 cells; ATP-induced calcium, Fluo-8 fluorescence; 0.6% of 360,000 active; AID 602250; inhibition, % at 3 µM;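 active = inhibition above a per-plate cutoff, the plate's mean sample inhibition plus 3 SD, cut at about 24% in these data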;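 note: 0% = DMSO plus EC80 ATP and 100% = DMSO alone without ATP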
# TAAR1 antag: antagonists of human TAAR1; CHO RD-HGA16 TAAR1, Fluo-8 calcium fluorescence, antagonist; inhibition, % at 3 µM; 1.5% of 360,000 active; AID 624466;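 active = inhibition above a per-plate cutoff, the mean inhibition of test compounds on that plate plus 3 SD, cut at about 49% in these data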;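 note: 0% = DMSO plus EC80 beta-PEA response and 100% = DMSO alone without agonist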
# Target sequence (Q96RJ0 whole entry, looked up): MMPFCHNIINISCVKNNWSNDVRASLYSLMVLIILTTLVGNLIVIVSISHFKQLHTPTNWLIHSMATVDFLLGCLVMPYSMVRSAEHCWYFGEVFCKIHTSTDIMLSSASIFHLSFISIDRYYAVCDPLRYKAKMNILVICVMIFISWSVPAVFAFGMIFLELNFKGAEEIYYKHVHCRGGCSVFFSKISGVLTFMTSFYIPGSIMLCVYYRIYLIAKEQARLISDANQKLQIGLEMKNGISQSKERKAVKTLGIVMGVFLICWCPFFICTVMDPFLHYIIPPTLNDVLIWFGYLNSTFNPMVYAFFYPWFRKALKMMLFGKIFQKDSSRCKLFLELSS
#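 Assay system: RD-HGA16 CHO cells with stable hTAAR1 and Gα16 / Reagent: EC80 β-phenethylamine stimulus / Doses: 3 µM, single point / Timing: dye loading 75 min at 37 °C, then 30 min room temperature / Measured by: Fluo-8 intracellular calcium dye fluorescence, real-time kinetic reads / Controls: vehicle wells and EC80 agonist wells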
# V1aR counter: V1a receptor agonism, counter-screen for OXTR agonists; 0.25% of 320,000 active; P37288; CHO-V1R cells, Fluo-8 calcium fluorescence, agonist mode; 0% DMSO, 100% 3 nM vasopressin; activation, % at 3 µM;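 active = activation above the mean activation of all tested compounds plus 3 SD, per screening run, cut at about 20% in these data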;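 note: signal is peak over basal fluorescence ratio across a 100 second FLIPR read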
# Target sequence (P37288 whole entry, looked up): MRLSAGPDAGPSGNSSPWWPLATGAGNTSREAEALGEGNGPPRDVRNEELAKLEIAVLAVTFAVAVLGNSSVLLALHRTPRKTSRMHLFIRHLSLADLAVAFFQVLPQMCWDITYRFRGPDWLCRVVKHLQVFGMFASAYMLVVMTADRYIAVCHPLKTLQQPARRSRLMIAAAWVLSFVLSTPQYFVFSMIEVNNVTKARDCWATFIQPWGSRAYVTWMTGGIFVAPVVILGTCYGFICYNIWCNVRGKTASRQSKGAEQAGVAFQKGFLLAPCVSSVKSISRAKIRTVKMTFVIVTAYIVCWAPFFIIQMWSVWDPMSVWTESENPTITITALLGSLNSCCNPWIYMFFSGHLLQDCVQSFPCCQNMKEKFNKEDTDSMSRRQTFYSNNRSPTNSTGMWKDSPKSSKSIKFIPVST
# OXTR ag: activates the human oxytocin receptor | CHO-OTR cells, Fluo-8 calcium fluorescence; normalized: DMSO 0%, oxytocin 100% | AID 2435 | activation, % at 3 µM | P30559 | 0.32% of 320,000 active;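 active = activation above the mean of all tested compounds plus 3 SD, cutoff set per screening run, cut at about 20% in these data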;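 note: peak over basal fluorescence ratio from a 100 s FLIPR kinetic read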
# GPR7 antagonist: antagonists of human GPR7 (neuropeptides B/W receptor 1); P48145; GPR7-expressing cells, fluorescence antagonist assay; inhibition, % at 4.4 µM; 1.1% of 290,000 active; AID 1861; in the data active = inhibition above about 16%, passing the limit was not always enough;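 note: cells stimulated with the agonist NPW; 0% = agonist with vehicle and 100% = vehicle without agonist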
# Target sequence (P48145 whole entry, looked up): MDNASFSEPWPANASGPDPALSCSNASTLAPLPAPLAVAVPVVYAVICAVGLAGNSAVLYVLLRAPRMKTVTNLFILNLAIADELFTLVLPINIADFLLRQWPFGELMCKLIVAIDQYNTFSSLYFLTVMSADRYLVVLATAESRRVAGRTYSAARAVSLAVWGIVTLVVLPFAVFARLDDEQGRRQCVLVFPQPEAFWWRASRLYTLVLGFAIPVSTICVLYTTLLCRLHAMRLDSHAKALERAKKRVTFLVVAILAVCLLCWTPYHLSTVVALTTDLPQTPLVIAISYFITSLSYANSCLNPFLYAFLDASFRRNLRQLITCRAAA
# M1 PAM parental: counter-screen for M1 PAMs: effect in parental CHO-K1 cells; activation, % at 3 µM; ATP EC20, Fluo-8 calcium fluorescence; 0% at ATP EC20, 100% at ATP max; 0.02% of 360,000 active;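 active = activation above the run cutoff, the mean activation of all test compounds plus 3 SD, cut at about 40% in these data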;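 note: peak over basal fluorescence ratio in a 140 s read after ATP addition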
# CHO parental Ca: counter-screen: ATP calcium response change in parental CHO cells; parental CHO-K1, ATP-induced calcium, Fluo-8 fluorescence; inhibition, % at 5.6 µM; 0.63% of 330,000 active; AID 463079;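 active = inhibition above that plate's mean sample inhibition plus 3 SD, cut at about 26% in these data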;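 note: 0% = ATP-challenged DMSO wells and 100% = DMSO wells without ATP; some compounds past the cut are filed as inactive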
#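 Test system: untransfected parental CHO cell line. Compound: one dose, 5.6 µM nominal. Detection: intracellular calcium via Fluo-8 no-wash fluorescent dye. Measure: % inhibition. Benchmarks: ATP-challenged DMSO wells low, unchallenged DMSO wells high.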
# M1 ag parental: nonselective activator or artifact in parental CHO-K1 cells | activation, % at 3 µM | 0.48% of 360,000 active | Fluo-8 calcium fluorescence; scaled to maximal ATP response, vehicle zero; in the data active = activation above about 15%;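 note: untransfected CHO-K1 host cells lacking M1 receptor as counterscreen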
# Active calls of the source: *; nt = no result given. An unsorted share of the library; about 3.5% have a hit in one of these screens.
no.	SMILES	OXTR potentiate	CHO-K1 Ca antag	TAAR1 antag	V1aR counter	OXTR ag	GPR7 antagonist	M1 PAM parental	CHO parental Ca	M1 ag parental
1	CCCn1ncc(/C=N/O)c1C	7	-2	-10	1.3	1.2	-11	-1	-30	1.1
2	COc1cc(OC)cc(C(=O)Nc2cc(-c3cn4cccnc4n3)ccc2C)c1	-7	-10	-12	0.4	-1.1	-4	8	-8	1.6
3	O=S(=O)(c1ccc(Cl)cc1)N1CCN(C(=S)Nc2ccc(F)c(Cl)c2)CC1	-12	8	36	0.7	0.8	-7	7	-6	5.9
4	Cn1c(N)c(C(=O)CSc2nc3ccccc3c(=O)n2CCCN2CCOCC2)c(=O)n(C)c1=O	-5	-19	-6	-0.8	0.6	-8	21	-6	2.9
5	CSc1ccc(CN2CCC(C)(Oc3ccc4ccccc4c3)C2)cc1 (stereo not drawn)	nt	0	-3	nt	nt	nt	-4	nt	0.4
6	Cc1cc(Cl)c(S(=O)(=O)N2CCN(c3ccc(F)cc3)CC2)cc1OCC(N)=O	-4	0	-8	2.5	0.6	-5	14	-7	0.4
7	Cc1cc(NC(=O)CCCN2C(=O)/C(=C/c3ccccc3Cl)SC2=S)no1	-7	1	6	-0.2	-1.0	-5	-21	-27	0.2
8	CC(C)[C@H](NC(=O)N1CCn2c1nc1ccccc12)C(=O)NCc1ccc2c(c1)OCO2	-2	-8	1	2.8	-1.5	-14	6	-22	2.9
9	COc1ccc2[nH]c(=O)c(CN(CCN(C)C)C(=O)NCc3ccccc3)cc2c1	-1	-12	nt	-0.8	-1.0	-8	17	-3	0.3
10	CCc1cc(C(=O)c2ccc(OC)cc2)c(NC(=O)CC(C)(C)CC(=O)O)s1	2	-5	-43	-0.1	-0.1	-17	20	-36	-0.6
11	CN1CCN(C(=S)Nc2cc(S(=O)(=O)N3CCOCC3)ccc2Cl)CC1	-6	2	-35	-0.3	0.4	-5	5	-7	0.2
12	O=C(CN1CCN(C(C(=O)Nc2cc(C(F)(F)F)ccc2Cl)c2ccccc2)CC1)NC1CC1 (stereo not drawn)	nt	3	-24	nt	nt	nt	-14	nt	-0.2
13	COC(=O)N1CN(C(=O)OC)CN(C(=O)OC)C1	-3	-14	1	-0.1	0.9	-4	15	-2	-0.2
14	O=C1Nc2ccccc2C1(O)c1ccccc1O (stereo not drawn)	-6	-8	-9	1.5	0.0	4	-12	-12	0.6
15	CCCc1nc(NCc2ccc3c(c2)OCO3)c2nnn(Cc3ccccc3Cl)c2n1	-7	-16	-15	-0.5	-0.9	-12	9	-5	0.4
16	O=C(COC(=O)CSc1nnc(-c2ccc(Cl)cc2)o1)Nc1cc(Cl)ccc1Cl	1	-13	13	-0.7	0.0	-12	0	-4	0.8
17	CCOc1ccccc1/C=N/NC(=O)c1cccc(Cl)c1	0	0	19	-0.5	-1.8	3	9	-8	1.0
18	CCN1CCN(CCCNC(=O)CCc2nc(-c3ccc(OC)cc3)no2)CC1	-3	0	-2	0.3	0.0	-20	-1	9	0.0
19	CC/S(CC1CC1(Cl)Cl)=N\S(=O)(=O)c1ccc(C)cc1 (stereo not drawn)	8	-4	3	0.6	0.2	-4	19	-4	9.1
20	CN(CCO)C(=O)c1ccc(-c2nn(C)c(=O)c3ccccc23)cc1	-10	-6	-14	-0.2	-0.7	-4	-8	-8	1.2
21	Cc1ccccc1NC(=O)C(C)SCc1ccccc1 (stereo not drawn)	3	-3	-12	-1.8	-1.2	-4	-9	-6	0.2
22	COc1ccccc1N1CCN(C(=O)C(F)F)CC1	1	-2	0	0.7	-0.8	17	1	3	0.7
23	Cc1ccc(C(=O)N2CCN(S(=O)(=O)N3CCOCC3)CC2)cc1	0	-4	-5	0.3	1.4	2	12	-13	0.9
24	O=C(Oc1coc(CSc2nnc(NC(=O)C3CC3)s2)cc1=O)c1ccccc1	-4	8	6	-1.0	-0.2	-12	1	-14	0.8
25	O=S(=O)(c1cccc(Cl)c1)N1CCC(c2nc3ccccc3[nH]2)CC1	-9	-16	20	1.5	-2.1	-11	0	-8	1.4

# 5 entries picked at random from those above, as already listed:
no.	SMILES	OXTR potentiate	CHO-K1 Ca antag	TAAR1 antag	V1aR counter	OXTR ag	GPR7 antagonist	M1 PAM parental	CHO parental Ca	M1 ag parental
18	CCN1CCN(CCCNC(=O)CCc2nc(-c3ccc(OC)cc3)no2)CC1	-3	0	-2	0.3	0.0	-20	-1	9	0.0
20	CN(CCO)C(=O)c1ccc(-c2nn(C)c(=O)c3ccccc23)cc1	-10	-6	-14	-0.2	-0.7	-4	-8	-8	1.2
8	CC(C)[C@H](NC(=O)N1CCn2c1nc1ccccc12)C(=O)NCc1ccc2c(c1)OCO2	-2	-8	1	2.8	-1.5	-14	6	-22	2.9
10	CCc1cc(C(=O)c2ccc(OC)cc2)c(NC(=O)CC(C)(C)CC(=O)O)s1	2	-5	-43	-0.1	-0.1	-17	20	-36	-0.6
7	Cc1cc(NC(=O)CCCN2C(=O)/C(=C/c3ccccc3Cl)SC2=S)no1	-7	1	6	-0.2	-1.0	-5	-21	-27	0.2

# The listing continues:
no.	SMILES	OXTR potentiate	CHO-K1 Ca antag	TAAR1 antag	V1aR counter	OXTR ag	GPR7 antagonist	M1 PAM parental	CHO parental Ca	M1 ag parental
26	O=C(c1ccccc1)c1ccc(Oc2ccc(C(=O)O)c(C(=O)O)c2)cc1	-7	-8	-9	0.2	-0.6	-15	19	-8	0.8
27	O=C(c1ccc([N+](=O)[O-])cc1[N+](=O)[O-])N1CCCC1	-7	-12	-16	0.4	0.1	-4	15	1	0.9
28	O=C(CSc1nc2ccccc2c(=O)n1-c1ccc(F)cc1)Nc1ccc2c(c1)CCC2	-7	-5	-2	0.1	0.1	-8	25	-14	1.4
29	CCC(C)[C@H](NC(=O)C1CC(=O)N(c2ccc3c(c2)OCCO3)C1)C(=O)NC1CCCC1 (stereo partly drawn)	5	-8	-27	-0.6	-0.8	-4	-5	-9	0.2
30	O=c1[nH]c(=O)c2cc3ccccc3nc2[nH]1	nt	-11	-12	nt	nt	nt	27	nt	0.1
31	O=C(CN1C(=O)NC2(CCCC2)C1=O)Nc1nc2c(F)cc(F)cc2s1	0	-19	6	0.4	0.9	nt	21	-14	2.2
32	Cc1ccsc1CNC(=O)C1(C)CCN1C(=O)C(C)C (stereo not drawn)	nt	-13	-13	nt	nt	nt	10	nt	1.0
33	CC(=O)Nc1ccc(NC(=O)c2ccc(COc3ccc(C)cc3)o2)cc1	-13	14	-11	4.0	2.6	-9	-23	-5	1.9
34	COc1ccc(NC(=S)N(Cc2ccccn2)Cc2ccccc2Cl)cc1	-9	-5	-21	-1.4	-1.5	-20	15	-13	1.1
35	O=C(OCC(=O)N(Cc1ccccc1)Cc1ccccc1)c1ccccc1O	-6	-16	29	2.2	0.1	nt	11	-7	0.5
36	CCCNC(=O)C1(C)CCCN(C(=O)COc2ccc(C(C)(C)C)cc2)C1 (stereo not drawn)	nt	-2	-2	nt	nt	nt	11	nt	0.5
37	CCC1CCCCN1S(=O)(=O)c1ccc(NC(=O)C2CCCO2)cc1 (stereo not drawn)	-5	-1	-7	1.1	-0.3	3	10	-5	0.0
38	CC(=O)c1ccc(NC(=O)CSc2nnc(Cn3c(=O)sc4ccccc43)n2C)cc1	3	6	-6	0.5	-0.1	-9	-8	-23	-0.3
39	CC(C)c1cc(C(=O)N/N=C/c2ccco2)n[nH]1	-2	-21	4	-0.8	-0.2	8	28	0	1.1
40	CN1c2ccsc2/C(=N/Nc2ccccc2)CS1(=O)=O	-16	-4	20	0.7	1.6	-1	25	-26	2.1
41	O=C(C1CCCCC1)N1C[C@H](O)[C@@H](n2cc(C3CC3)nn2)C[C@@H]1c1ccccc1	nt	-1	-18	nt	nt	nt	10	nt	0.3
42	O=C(CNC(=S)N(CCCN1CCOCC1)Cc1cccs1)NC1CCCCC1	-2	-11	-38	1.2	-0.6	6	-8	-5	0.2
43	Cc1ccc(C(=O)Nc2ccccn2)cc1S(=O)(=O)N1CCOCC1	1	7	-6	0.7	0.6	nt	-8	14	-0.2
44	CC1Cc2ccccc2N1C(=O)CSCC(=O)O (stereo not drawn)	-18	-13	2	0.3	0.1	-13	21	-8	0.2
45	Cc1ccc(-n2cccc2C(=S)N=P(N(C)C)(N(C)C)N(C)C)cc1	-5	-19	-5	-1.4	-1.4	-5	22	-7	0.6
46	O=C(Nc1ccc(N2CCOCC2)cc1)c1csc([C@@H]2C[C@H](O)[C@@H](CO)O2)n1	nt	-3	-12	nt	nt	nt	15	nt	0.0
47	O=C(C1=C[C@H](c2csc3ccccc23)C[C@H](OCc2ccc(CO)cc2)O1)N1CCCCCCC1	-15	nt	31	2.7	0.4	nt	nt	-7	nt
48	Cc1ccc(N(C(=O)c2snc(C(N)=O)c2N)C(C(=O)NCC2CCCO2)c2c[nH]c3ccccc23)cc1 (stereo not drawn)	-10	-8	19	2.4	2.1	6	-2	-10	3.9
49	COc1cc(OC)cc(OC(=O)C2CCN(C(=O)c3ccc(Cl)cc3)CC2)c1	-4	-18	-21	-0.7	-1.8	nt	-7	-11	-0.6
50	CC(C)n1cc(CN2CCCC(CO)(Cc3cccc(Cl)c3)C2)cn1 (stereo not drawn)	0	0	-24	1.9	1.4	-6	13	-8	0.0
51	COc1ccc(S(=O)(=O)CCC(=O)NCCc2ccc(C)cc2)cc1	-1	-24	-5	-0.6	-0.8	-7	15	-10	1.0
52	CCCNC1=CC(=O)CC(C)(C)C1	-1	-12	-1	0.2	0.0	-10	21	-10	0.5
53	CN(C(=O)c1ccc(F)cc1)c1ccc(OCC(=O)Nc2ccccc2C(=O)O)cc1	0	-19	-67	0.1	1.3	nt	28	-2	0.5
54	C#CCOCCOCCOCCNc1nc(N2CCN(C(=O)[C@H](CCC(=O)O)n3cc(C(N)CO)nn3)CC2)nc(N2CCN(C(=O)[C@H](Cc3ccc(O)cc3)n3cc(C(N)[C@H](C)CC)nn3)CC2)n1 (stereo partly drawn)	-5	nt	7	1.0	0.7	-8	nt	-1	nt
55	COc1ccc(C(=O)Nc2ccccc2C(=O)NC2CC2)c(OC)c1OC	nt	-6	-11	nt	nt	nt	6	nt	1.6
56	Cc1ccc(C(=O)C[n+]2cccc3ccccc32)cc1	-13	-5	-4	1.1	0.3	-6	6	-5	0.2
57	CC(C)n1cnc2c(NCc3ccccc3)cc(N[C@H](C)CO)cc21	-9	1	nt	1.8	7.8	nt	-6	-12	0.9
58	Cc1ccc(-c2noc(CN3CCCCC3)n2)cc1	3	5	-3	0.1	0.4	2	-2	-11	0.0
59	CC1Cc2ccccc2N1C(=O)COC(=O)/C=C/c1cccc(F)c1 (stereo not drawn)	-2	-11	0	-0.4	-1.5	nt	-10	-8	0.2

# Bioassay records (PubChem)
